DDE Tn7 FP inh: inhibitors of Tn7 peptide binding to human fibrin DD(E); P02675; FP displacement of FITC-Tn7 peptide from fibrin DD(E); 0% = median of compound wells per plate; inhibition, % at 8.3 µM; actives 0.13% (n = 370,000); AID 720508;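 active = inhibition above the mean of compounds falling within the control limits plus 3 SD of them, cut at about 14% in these data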;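 note: 0% = plate median of compound wells and 100% = 10 µM Aha-Tn7 peptide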
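Assay system: Fibrin-DD(E) protein isolated from polymerized human fibrin clots; read-out basis: percent inhibition; medium: Tris/NaCl/CaCl2 buffer, pH 7.8; signal: FP measurement; incubation: 10 min plus 3 h, room temperature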
proKLK7 act: activators of human kallikrein-7 zymogen; P49862; AID 652039; actives 0.9% (n = 370,000); activation, % at 7 µM; purified proKLK7, EDANS-DABCYL substrate fluorescence; 100% is mature enzyme control, 0% vehicle;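 active = activation above the mean of all tested compounds plus 3 SD, computed per campaign excluding outliers beyond control limits, cut at about 13% in these data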
PLCg1 inh: blocks human PLC-gamma1 enzyme activity | actives 0.84% (n = 370,000) | inhibition, % at 12.2 µM | P19174 | purified PLC-gamma1, fluorogenic substrate, fluorescence; in the data active = inhibition above about 9.5%
TDP2 inh: TDP2 (human) inhibition, absorbance primary screen | O95551 | actives 0.34% (n = 370,000) | inhibition, % at 12.8 µM | recombinant TDP2, T5PNP hydrolysis, p-nitrophenol absorbance 415 nm;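 active = inhibition above the mean of all tested compounds plus 3 SD, set per campaign, cut at about 25% in these data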;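 note: 0% = DMSO with enzyme and 100% = buffer with substrate but no TDP2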
Target sequence (O95551 whole entry, looked up): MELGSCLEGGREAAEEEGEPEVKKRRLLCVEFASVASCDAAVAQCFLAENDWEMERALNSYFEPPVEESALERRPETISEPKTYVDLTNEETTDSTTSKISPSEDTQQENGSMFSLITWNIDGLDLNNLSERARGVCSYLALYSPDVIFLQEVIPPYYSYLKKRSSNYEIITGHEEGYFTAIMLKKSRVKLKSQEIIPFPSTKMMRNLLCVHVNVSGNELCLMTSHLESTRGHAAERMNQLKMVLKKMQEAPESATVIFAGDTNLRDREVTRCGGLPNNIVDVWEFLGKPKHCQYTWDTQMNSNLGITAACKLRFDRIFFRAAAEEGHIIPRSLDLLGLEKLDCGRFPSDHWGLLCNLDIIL
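Assay system: Recombinant human TDP2 | Quantity: 120 nM TDP2 per well | Incubation: 2 h at 37 °C | Signal: Epi absorbance | Evaluation: Percent inhibition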
ARFGAP1 inh: inhibits rat ARF GTPase activating protein 1; Q62848; Arfgap1-stimulated ARF1 GTP hydrolysis, GDP FP detection; inhibition, % at 16.5 µM; actives 0.26% (n = 360,000); AID 651572;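 active = inhibition above a per-plate limit, mean inhibition of low control wells plus 3 SD, cut at about 25% in these data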;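 note: 0% = DMSO wells with enzyme and 100% = wells lacking Arfgap1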
Target sequence (Q62848 1-136 limits assumed): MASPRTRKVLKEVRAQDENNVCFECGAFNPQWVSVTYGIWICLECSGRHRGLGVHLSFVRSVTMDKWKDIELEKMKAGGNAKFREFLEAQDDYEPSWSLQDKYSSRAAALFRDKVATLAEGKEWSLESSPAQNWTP
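Material: rat Arfgap1 catalytic domain, aa 1-136; also added: human ARF1(Δ1-17)-GTP substrate; compound dosing: one concentration, 16.5 µM, DMSO 1.26%; incubation: GTP hydrolysis reaction 2 h at 25 °C; measured by: Tracer-displacement fluorescence polarization with EDTA stop, 620/688 nm; evaluation: % inhibition from polarization; repeats: one replicate per compound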
ASAP1 GAP inh: inhibitors of human ASAP1 ArfGAP activity | Q9ULH1 | ASAP1-stimulated ARF1 GTP hydrolysis, GDP FP detection | inhibition, % at 16.5 µM | actives 0.19% (n = 360,000) | AID 624377; in the data active = inhibition above about 25%;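 note: 0% = vehicle with enzyme and substrate and 100% = no enzyme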
Target sequence (Q9ULH1 325-724 limits assumed): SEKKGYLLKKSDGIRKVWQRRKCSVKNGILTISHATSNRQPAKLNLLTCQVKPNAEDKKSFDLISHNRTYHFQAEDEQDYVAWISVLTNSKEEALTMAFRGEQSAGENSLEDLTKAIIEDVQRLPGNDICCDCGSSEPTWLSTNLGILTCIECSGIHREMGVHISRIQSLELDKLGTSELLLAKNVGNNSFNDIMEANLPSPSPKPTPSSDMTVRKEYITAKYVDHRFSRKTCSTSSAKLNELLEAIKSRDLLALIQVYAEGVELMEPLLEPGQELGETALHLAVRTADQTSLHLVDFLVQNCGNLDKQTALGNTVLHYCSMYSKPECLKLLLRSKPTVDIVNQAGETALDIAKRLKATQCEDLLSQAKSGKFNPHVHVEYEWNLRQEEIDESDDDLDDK
DDE Tn6 FP inh: disrupts Tn6 cyclic peptide binding to fibrin D-Dimer-E complex; P02675; Fibrin DD(E) TRITC-Tn6 fluorescence polarization displacement; inhibition, % at 8.3 µM; actives 0.21% (n = 370,000);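 active = inhibition above a per-campaign cutoff: mean of compounds within control limits plus 3 SD, cut at about 15% in these data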;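 note: 0% = median of all compound wells on the plate and 100% = blocking peptide control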
ADAM10 inh: inhibits human ADAM10 | recombinant ADAM10, EDANS/DABCYL FRET peptide cleavage, 3 h | inhibition, % at 7 µM | actives 0.62% (n = 370,000) | AID 720582;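 active = inhibition above a per-campaign cutoff equal to the mean of compounds falling between control-based bounds plus 3 SD, cut at about 20% in these data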;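 note: 0% = DMSO wells while the 100% control is not disclosed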
ADAM17 inh: ADAM17 inhibition, QFRET primary screen; P78536; recombinant ADAM17, EDANS/DABCYL FRET peptide cleavage; inhibition, % at 6.95 µM; actives 0.83% (n = 370,000);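 active = inhibition above the mean of compounds lying between control limits plus 3 SD, set per campaign, cut at about 8.5% in these data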;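 note: 0% = DMSO-only wells as the low control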
LEDGF integ inh: blocks HIV-1 LEDGF/p75-dependent DNA integration. TR-FRET IN-LEDGF/p75 DNA integration, Eu/Cy5. inhibition, % at 3.7 µM. actives 0.64% (n = 370,000);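 active = inhibition above the screen-wide mean plus 3 SD, cut at about 13% in these data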;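 note: signal is the Cy5 over europium emission ratio at 671 and 618 nm; 0% = plate median of compound wells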
Starred values were filed as active, the others as inactive; i = inactive; . = no result given. Outcome played no part in choosing rows; any-hit rate near 4.2%.

SMILES	DDE Tn7 FP inh	proKLK7 act	PLCg1 inh	TDP2 inh	ARFGAP1 inh	ASAP1 GAP inh	DDE Tn6 FP inh	ADAM10 inh	ADAM17 inh	LEDGF integ inh
CC(=O)Oc1ccc2c(C)cc(=O)[nH]c2c1	5.9	179.5*	-208.6	14.9	-1.4	-3.7	1.9	-434.4	-139.5	-0.5
NS(=O)(=O)c1ccc(-c2ccc(C=C3C(=O)c4ccccc4C3=O)o2)cc1	-0.2	0.7	-11.0	14.9	7.8	0.4	-1.9	-7.4	-7.4	-1.2
O=C(COC(=O)/C=C/c1ccccc1)NCc1ccco1	-6.9	-0.1	4.4	-12.1	-1.5	8.6	-3.1	0.6	3.7	0.8
CCCCc1c(-c2ccccc2OC)ncn1Cc1cccc(C)c1	5.1	0.9	3.8	-3.3	2.1	18.8	-2.8	2.9	3.8	4.1
COc1ccc(S(=O)(=O)N2CCOCC2)cc1NC(=O)COC(=O)c1ccc(C)s1	-5.6	-0.9	2.5	-4.5	-14.0	-13.3	3.2	-9.2	-0.1	2.7
Cc1cc2c(cc3c(=O)n(CC(=O)NCCCN4CC(C)CC(C)C4)ncn32)s1 (stereo unspecified)	-0.9	-0.2	-0.8	-5.1	-2.1	2.0	4.4	-21.3	-7.6	3.0
CCOC(=O)c1c(C(F)(F)C(F)(F)C(F)(F)C(F)(F)F)n[nH]c1C	5.1	-0.7	1.3	-8.8	11.9	-7.8	-3.1	12.8	3.3	-2.4
CCC(CC)C(=O)Nc1cc([N+](=O)[O-])ccc1Cl	-6.2	0.3	5.3	-6.3	6.8	21.4	3.5	-3.4	1.7	-0.6
CCOC(=O)N1CCN(C(=O)c2cc3c(ccc4ccccc43)oc2=O)CC1	3.7	2.1	-159.7	-7.7	-17.1	-3.6	3.0	i	-228.3	-0.4
C=CCn1ccc2c([N+](=O)[O-])cccc2c1=O	5.9	0.3	0.3	6.1	16.2	-6.0	5.2	-1.2	-1.8	-0.9
O=S(=O)(c1ccccc1)n1c(CN2CCOCC2)nc2ccccc21	-2.8	0.0	0.2	-0.6	.	.	-4.4	-3.2	0.2	7.8
CC(OC(=O)c1ccc2ccccc2n1)C(=O)c1ccccc1 (stereo unspecified)	-2.8	-0.1	-0.7	-14.9	-3.0	2.3	-5.9	6.4	-1.8	3.0
CC(C)C[C@@H]1O[C@H](CCc2ccccc2)CC2=C1C(=O)OC(C)(C)O2	-2.7	-0.1	0.8	-6.6	9.3	-8.6	-0.1	-20.0	-0.5	-1.4
COc1ccc(C2CC(=O)c3sc(NC(C)=O)nc3C2)cc1 (stereo unspecified)	0.4	-0.4	-0.8	6.6	0.0	-9.3	4.1	-5.2	-2.1	-2.5
O=C(CCNc1n[nH]c(=O)[nH]c1=O)N/N=C/c1ccc(Cl)cc1	-1.0	-0.9	-0.9	0.5	-4.5	-5.8	-1.2	-1.8	-0.3	4.2
COc1ccc(NCc2nnc(SCC(=O)N3CCCc4ccccc43)n2C)cc1	2.1	0.3	-1.4	-2.9	-12.6	-9.5	6.1	-0.7	-1.3	1.0
CC1(C)CC(=O)C(=Cc2cn(-c3ccccc3)nc2-c2ccccc2)C(=O)C1	-2.4	0.7	2.2	-8.1	-0.1	5.3	-0.2	4.9	-0.7	-2.9
Cc1csc(=O)n1CC(=O)Nc1nc2ccccc2s1	-6.0	-0.2	-4.4	-3.7	-9.3	-4.9	-10.7	-4.0	-2.6	-0.7
CC(=O)Nc1ccc2nc(NC(=O)COc3ccccc3)sc2c1	-0.4	0.4	1.1	-8.7	18.1	2.0	1.1	-1.4	-5.6	-5.6
Cc1ccc(-c2csc(C3=C(O)CN(NC(=O)c4ccc([N+](=O)[O-])cc4)C3=N)n2)cc1	5.8	0.0	-1.0	-0.8	27.6*	13.6	5.3	2.8	-4.5	-4.2
Cc1cc2c(c(=O)o1)C(C13C=CC(CC1)C3)C(C#N)=C(N)O2 (stereo unspecified)	-3.5	0.3	-4.2	-3.5	-8.1	2.6	-6.5	-4.3	0.6	2.5
O=C(CN1CCC(c2nc3ccccc3s2)CC1)NCc1ccccc1	-1.2	0.4	-6.1	-1.9	3.9	-7.8	-2.5	1.7	-3.4	-4.8
COc1ccc(C2CC(c3ccc(Cl)cc3)=NN2C(C)=O)cc1 (stereo unspecified)	5.6	-0.2	-7.4	-10.8	1.9	-22.3	0.5	4.8	-4.3	-5.6
O=C(N/N=C/c1cc(Br)c(Br)o1)c1cccnc1	-11.8	-0.1	-3.5	7.2	-5.8	2.3	-0.6	-8.6	1.5	2.5
CN1CCN(C(=O)C2CC(=O)N(c3ccc(F)c(Cl)c3)C2)CC1 (stereo unspecified)	5.2	0.4	1.5	-0.3	-10.9	-1.6	6.1	-6.0	3.0	0.3
Cc1cccc(-c2ccc3c(c2)C2CC3CCN2)c1 (stereo unspecified)	-1.3	0.2	2.7	4.3	5.4	5.8	1.6	-3.0	-0.4	5.8
CCOC(=O)c1c(NC(=O)CSc2nnc(-c3ccccc3)o2)sc(C(C)=O)c1C	-1.5	0.5	-0.2	2.9	9.6	9.0	5.1	-0.4	-2.8	-2.1
COCCN(C(=O)c1csnn1)C(C(=O)NC1CCCCC1)c1ccc(Cl)cc1 (stereo unspecified)	1.9	-0.1	-1.4	1.0	-3.6	3.5	3.8	-6.3	-5.1	-6.2
CC(C)CNC(=S)N1CCC(C(=O)c2ccc(F)cc2)CC1	-0.8	-0.2	1.4	7.5	1.0	1.8	-7.3	-9.3	-3.7	-4.3
COc1ccc(NC(=O)C2CC(=O)N=C(N)S2)cc1 (stereo unspecified)	6.1	-0.1	0.6	1.1	-9.5	-11.5	5.6	2.3	-2.4	-0.3
Oc1c(CN2CCOCC2)cc(COCc2ccccc2)c2cccnc12	-2.7	-0.3	-9.7	-13.6	4.2	-7.8	-1.1	-3.0	-2.9	-6.9
N#CC1=C(N)NC(SCC(=O)Nc2ccccc2)=C(C#N)C12CCCCC2	0.1	-0.3	3.8	4.5	-1.9	12.9	-4.1	7.2	2.9	3.4
CC[C@H](C)[C@H](NC(N)=O)C(=O)NCCc1ccc(Cl)cc1Cl	0.1	0.1	-3.8	5.0	-6.1	-2.5	-3.5	1.8	-0.8	0.4
O=C(Cc1ccc(-n2c(=O)c3ccccc3n(Cc3ccccc3F)c2=O)cc1)NCC1CCCO1 (stereo unspecified)	-2.0	-0.3	4.7	-10.2	-3.0	5.1	7.1	-4.3	-1.3	4.1
COc1ccc(N2CCN(Cc3nc4c(c(=O)[nH]c(=O)n4C)n3CC(C)=O)CC2)cc1	4.0	0.3	-2.2	-7.2	2.7	0.0	-0.3	-9.8	-0.8	-4.4
c1ccc(-c2nnc(SCc3ccncc3)o2)cc1	-3.9	0.7	-0.9	-2.1	4.7	-3.2	0.5	-11.2	-3.3	-4.0
CN(C)S(=O)(=O)N1CCC(Oc2cccc(C(=O)NCCCC3CCCC3)c2)CC1	1.9	1.1	6.6	-8.1	4.2	9.6	-2.7	13.5	7.0	-0.1
Cc1cccn2c(=O)c(C=NCc3ccco3)c(Nc3ccc(SC(F)F)cc3)nc12	-7.6	0.9	-0.6	-9.2	14.4	-5.3	-0.6	-7.2	-0.7	3.8
CCOC(=O)c1c(C)n(-c2ccc(OC)cc2)c2ccc(O)c(CN(C)C)c12	4.8	0.0	1.8	-4.8	4.7	5.8	-1.3	3.5	-2.7	0.7
CC(C)CC1C(=O)N(Cc2cn(Cc3ccco3)nn2)CCS(=O)(=O)N1Cc1ccc(-c2cccc(CO)c2)cc1 (stereo unspecified)	4.5	-0.2	-3.9	-5.4	-2.0	-8.3	3.8	1.1	0.9	-1.0
NS(=O)(=O)c1ccc(CCNS(=O)(=O)c2ccc3c(c2)NC(=O)CO3)cc1	6.8	-0.4	0.0	-3.4	8.5	-5.3	-9.6	-6.4	0.1	-0.7
Cc1cc(C)cc(NC(=S)NCC2CCCO2)c1 (stereo unspecified)	-6.4	0.7	1.9	-11.8	-8.4	-0.2	-0.5	5.4	-0.3	-0.4
O=C(O)c1ccccc1N(Cc1ccccc1)C(=O)CO/N=C/c1ccccc1	-4.1	-0.2	-3.4	5.0	-4.8	0.8	-3.5	-10.0	-5.4	-0.8
CCC(CC)C(=O)c1c[nH]c(C(=O)NN)c1	-2.0	0.0	-1.8	3.8	14.7	-6.7	-4.4	-0.4	1.9	-0.7
COC(=O)c1ccc(-c2nc(-c3ccc(Br)o3)no2)cc1	-3.5	0.2	1.5	-1.5	1.0	-0.4	-2.8	-4.1	0.0	-1.8
O=C(O)c1[nH]c2ccccc2c1C(c1c(F)cccc1Cl)c1c(C(=O)O)[nH]c2ccccc12	-3.3	0.0	0.1	6.5	-15.1	-10.7	-1.0	0.2	1.5	4.4
Cc1ccc2nc(-c3ccccc3N)[nH]c2c1	-6.4	67.8*	i	4.4	2.9	16.6	2.0	i	i	0.2
CCN1CCN(C(=O)CN(CCc2ccccc2)S(C)(=O)=O)CC1	3.4	0.2	9.9*	-19.8	-0.7	-2.8	-1.4	13.6	1.4	1.4
CCc1nn(CC(=O)NCc2cccnc2)c(=O)c2cc3occc3n12	-3.0	0.7	3.3	3.9	-6.3	-12.8	1.5	-2.5	0.3	3.0
NC(=O)C1CCN(C(=O)c2ccc3nc(N4CCCCC4)sc3c2)CC1	-3.0	-0.7	1.9	16.7	-7.5	-4.5	4.4	5.7	-4.3	0.0

Later entries.
SMILES	DDE Tn7 FP inh	proKLK7 act	PLCg1 inh	TDP2 inh	ARFGAP1 inh	ASAP1 GAP inh	DDE Tn6 FP inh	ADAM10 inh	ADAM17 inh	LEDGF integ inh
CN(C(=O)COC(=O)c1ccc(Br)c([N+](=O)[O-])c1)c1c(N)n(Cc2ccccc2)c(=O)[nH]c1=O	-3.9	0.7	5.5	12.4	4.9	10.4	1.6	-1.6	-3.4	0.8
CS(=O)(=O)N(Cc1ccc(Cl)cc1)c1ccc(C(=O)N/N=C/c2cc3ccccc3nc2Cl)cc1	-5.7	0.4	0.4	3.9	8.6	-7.4	-3.4	2.1	-1.7	1.9
COc1ccc(C(=O)Nc2nnc(CCS(=O)(=O)c3ccc(C)cc3)s2)cc1	10.2	0.1	-1.1	3.0	13.7	-7.2	-1.8	-10.9	-4.4	-6.0
Cc1cc(C)n2c(SCC(=O)Nc3ccc(F)cc3)nnc2n1	-1.9	0.4	-8.1	-6.4	0.5	2.8	-3.3	-3.5	-1.8	7.1

High-throughput results: PubChem BioAssay, The Scripps Research Institute Molecular Screening Center
